High-throughput results deposited in PubChem by National Center for Advancing Translational Sciences (NCATS).
TrxR1 substrate = rat thioredoxin reductase 1 substrate activity; O89049; purified TrxR1 substrate turnover, NADPH consumption readout; Potency, µM (titrated, usually from 114 µM), for the others: top-dose activity change, negative = substrate turnover; 0.01% of 390,000 active; AID 588456; also: potency is read from the fitted curve at half-maximal effect; % is scaled to controls: 0 for no effect and ±100 for the full control effect; nearly all actives have a fitted effect of over 50% in size
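Rat TrxR1, dispensed at 90 nM, was prereduced with 400 uM NADPH (final) for 5 min at ~22 deg C, then incubated with compound 15 min before 400 uM selenite. A first-read NADPH fluorescence drop versus no-compound background flagged substrates.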
IDH1 R132H inh = human IDH1 R132H inhibition. O75874. IDH1-R132H enzyme, NADPH consumption, diaphorase/resazurin fluorescence. Potency, µM (doses to about 76.6 µM), without a hit: at the top dose activity change, negative = inhibition, actives largely listed as inhibitors. 0.093% of 390,000 active; also: potency is read from the fitted curve at half-maximal effect; % is scaled to controls: 0 for no effect and ±100 for the full control effect; nearly all actives have a fitted effect of over 65% in size
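IDH1-R132H (0.5 ug/mL) preincubated 30 min with compound, then NADPH (0.016 mM) and alpha-KG (2 mM) added; 80 min at RT, pH 7.5. Remaining NADPH coupled via diaphorase/resazurin to fluorescence (540/590 nm); concentration-response curves normalized to no-enzyme control.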
HP1b binding inh = inhibitors of HP1-beta chromodomain binding to methylated histone tails | AID 540317 | P83916 | 0.56% of 390,000 active | AlphaScreen HP1-beta / biotin-H3K9me3 peptide binding | Potency, µM (series often up to 114 µM), without a hit: at the highest dose activity change, negative = inhibition, usual class: inhibitors; also: potency is read from the fitted curve at half-maximal effect; nearly all actives have a fitted effect of over 70% in size; inactives centre near 23
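Compound inhibition of the preformed complex between 50 nM HP1-beta and 50 nM biotinylated H3K9me3 peptide was read by AlphaScreen. Buffer was PBS pH 7.4 with 0.01% Tween-20. Incubations ran 30 min at room temperature, with 10 ug/mL donor/acceptor beads.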
rTrxR1 inhibitor = rat TrxR1 inhibition; recombinant rTrxR1, NADPH fluorescence consumption, selenite substrate; Potency, µM (titrated, usually from 114 µM), for inactives: at the highest dose activity change, negative = inhibition, actives largely listed as inhibitors; 1% of 390,000 active; O89049; also: potency is read from the fitted curve at half-maximal effect; % is scaled to controls: 0 for no effect and ±100 for the full control effect; nearly all actives have a fitted effect of over 65% in size
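Rat TrxR1 (90 nM in the dispensed reagent) was pre-reduced with 400 uM NADPH for 5 min at room temperature, then incubated with compound for 15 min. After 400 uM selenite was added, NADPH fluorescence (Ex 340/Em 450 nm) was followed for 8 min.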
Pin1 inhibitor = inhibitors of human Pin1 | 0.009% of 390,000 active | Pin1 FP peptide displacement, HiFluor488, 10 min | Potency, µM (series often up to 115 µM), inactives show at the top dose activity, negative = inhibition, actives largely listed as inhibitors | AID 504891 | Q13526; active = well fitted inhibition curve with a large enough effect in the polarisation, with a control signal flat, not every such curve was filed as active; inconclusive = small, poorly fitted or top-dose-only effect, or effect the other way, or a change in a side signal; inactive = no such curve, though single readings can be large or run the other way; the % refers to the polarisation; also: potency is read from the fitted curve at half-maximal effect; % is scaled to controls: 0 for no effect and ±100 for the full control effect
Target sequence (Q13526 whole entry, looked up): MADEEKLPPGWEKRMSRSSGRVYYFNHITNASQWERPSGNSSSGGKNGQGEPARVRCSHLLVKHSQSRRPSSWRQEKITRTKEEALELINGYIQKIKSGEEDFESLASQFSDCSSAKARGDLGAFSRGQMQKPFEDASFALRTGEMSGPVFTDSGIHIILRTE
GLS inhibitor = inhibitors of human glutaminase (GLS); GLS enzymatic activity, qHTS titration; O94925; 0.21% of 410,000 active; Potency, µM (top dose mostly 45.5 µM), without a hit: at the highest dose activity change, negative = inhibition, most hits filed as inhibitors; also: potency is read from the fitted curve at half-maximal effect; % is scaled to controls: 0 for no effect and ±100 for the full control effect
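Two-point fluorescence kinetic (t0, 30 min RT) for hKGA; glutamate detected via glutamate oxidase–HRP–Amplex Red. Substrate: 1 mM L-glutamine solution; buffer 45 mM KH2PO4, pH 8.2.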
USP1 inh = inhibitors of human USP1/UAF1 deubiquitinase | recombinant USP1/UAF1, Ub-Rhodamine cleavage fluorescence | 0.23% of 390,000 active | O94782 | Potency, µM (highest dose often 57.1 µM), for inactives: at the highest dose activity change, negative = inhibition, actives largely listed as inhibitors | AID 743255; also: potency is read from the fitted curve at half-maximal effect; % is scaled to controls: 0 for no effect and ±100 for the full control effect; nearly all actives have a fitted effect of over 60% in size; inactives centre near -12
Target sequence (O94782 whole entry, looked up): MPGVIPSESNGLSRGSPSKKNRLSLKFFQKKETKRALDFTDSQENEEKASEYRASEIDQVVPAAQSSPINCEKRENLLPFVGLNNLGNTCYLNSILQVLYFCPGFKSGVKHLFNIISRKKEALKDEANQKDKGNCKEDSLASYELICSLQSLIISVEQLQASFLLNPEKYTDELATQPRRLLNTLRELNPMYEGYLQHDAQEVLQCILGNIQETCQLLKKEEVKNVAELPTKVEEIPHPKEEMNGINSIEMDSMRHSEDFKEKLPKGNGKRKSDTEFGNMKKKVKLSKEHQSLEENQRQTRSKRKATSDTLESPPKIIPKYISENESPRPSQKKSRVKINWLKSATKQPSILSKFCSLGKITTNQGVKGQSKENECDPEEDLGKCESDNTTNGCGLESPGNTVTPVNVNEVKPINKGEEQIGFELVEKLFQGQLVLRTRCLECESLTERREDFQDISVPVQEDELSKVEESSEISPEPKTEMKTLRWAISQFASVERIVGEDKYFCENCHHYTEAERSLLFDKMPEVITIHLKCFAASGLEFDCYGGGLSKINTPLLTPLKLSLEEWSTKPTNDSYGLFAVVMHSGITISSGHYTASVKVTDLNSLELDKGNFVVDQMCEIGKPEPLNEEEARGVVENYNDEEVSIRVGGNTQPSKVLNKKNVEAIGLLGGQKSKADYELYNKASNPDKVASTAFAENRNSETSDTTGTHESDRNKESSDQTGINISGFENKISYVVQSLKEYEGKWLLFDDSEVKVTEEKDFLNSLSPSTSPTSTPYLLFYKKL
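1 nM enzyme complex + cpd, 15 min RT; start with Ub-Rho 150nM final; kinetic fluorescence ex 480/em 540, 6 reads q60 s. Buffer 50mM HEPES pH 7.8, 0.5mM EDTA, 0.1 mg/ml BSA, 1mM TCEP, 0.01% Tween-20.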
PGK inhibitor = blocks T. brucei phosphoglycerate kinase; Potency, µM (series often up to 57.5 µM), inactives show at the highest dose activity change, negative = inhibition, most hits filed as inhibitors; P07378; 0.043% of 380,000 active; AID 602233; PGK/GAPDH coupled, Kinase-Glo luminescence, 60 min; also: potency is read from the fitted curve at half-maximal effect; % is scaled to controls: 0 for no effect and ±100 for the full control effect; nearly all actives have a fitted effect of over 60% in size
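Luminescent ATP detection (Kinase-Glo Plus) follows a 60-minute room-temperature incubation, with wells lacking PGK as controls. Buffer: 100 mM TEA (pH 7.6), 5 mM MgCl2, 0.01% Tween-20. Coupling enzyme GAPDH (100 nM final) supplies unstable 1,3-BPG in-well.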
PI4K2A block = PI4K2A (human) kinase inhibition; purified PI4K2A, ADP-Glo luminescence, 1 h; hits give low values; Q9BTU6; AID 1346378; 0.13% of 420,000 active; activity change, negative = inhibition, % at 76.9 µM; in the data active = activity change below about -50%; inconclusive = mostly about -30% to -49%;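 also: -100% = wells without enzyme as full effect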
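PI4K2A activity was measured by ADP-Glo luminescence: enzyme (4 ug/mL stock) and phosphatidylinositol (1.2 mM stock) in Tris pH 7.5/MgCl2/EGTA/Triton X-100 buffer were reacted with ATP (300 microM stock) for one hour at ambient temperature.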
* = called active by the depositor; i = inactive; ? = inconclusive; . = no result given; & = joins results of further samples; [ ] = dose if it differs, or a comment. Unless noted, calls follow the shape of the dose curve; as a rule, active = well fitted curve in the direction sought with a large enough effect; inconclusive = small, poorly fitted or top-dose-only effect, or another doubt; inactive = no such curve, though single readings can be large; an effect the other way counts as inactive or inconclusive. This is a subset, so the mix of outcomes need not match the whole.

SMILES	TrxR1 substrate	IDH1 R132H inh	HP1b binding inh	rTrxR1 inhibitor	Pin1 inhibitor	GLS inhibitor	USP1 inh	PGK inhibitor	PI4K2A block
COc1ccc(Br)cc1S(=O)(=O)N1CCOCC1	-12%	-2%	34%	-15%	2%	-2%	-5%	5%	0
Cc1cc(Br)ccc1OCC(=O)NC1CCCC1	2%	-7%	54%[activator]	28%	-11%	-5%	-16%	i	0
CCC(C)c1ccc(NC(=S)Nc2ccc(OC)c(OC)c2)cc1 (centres undefined)	-7%	1%	?	-21%	-3%	6%	-14%	-7%	0
CCOc1ccc(OCC)c(S(=O)(=O)N2CCCCC2C)c1 (centres undefined)	-4%	5%	24%	10%	1%	-13%	-10%	-8%	4
CCCCc1ccc(NC(=S)Nc2cccnc2)cc1	-7%	-1%	-3%	?	-14%	-5%	-10%	18%	3
CC(C)CCNC(=O)c1cc(-c2ccco2)nc2ccccc12	138%[activator]	-2%	15%	-24%	7%	6%	-13%	8%	8
Cc1ccccc1NC(=O)Cn1c(=O)n(CCC(=O)NCc2ccc3c(c2)OCO3)c(=O)c2sccc21	-6%	-21%	19%	-1%	-7%	3%	?	i	5
COC(=O)CCNC(=O)Cn1cnc2sc3c(c2c1=O)CCCC3	2%	3%	25%	5%	1%	-15%	-18%	-9%	-4
CCN1C[C@@H]2[C@@H]3C(=O)N(Cc4ccccc4)C(=O)[C@@H]3[C@](Cc3ccccc3)(C(=O)OC)N2C1=NC1CCCCC1	2%	-1%[38.3 µM]	2%	21%	-6%	1%	-18%	-10%	-3
CN(C)CCNc1nc(-c2ccco2)c2c(c1C#N)CC(C)(C)OC2	50%[activator]	9%	37%	?	7%	-12%	-15%	5%	6
O=C(O)c1cccc(NS(=O)(=O)c2ccc(S(=O)(=O)N3CCOCC3)cc2)c1	5%	14%	28%	7%	-10%	5%	0%	-6%	-9
Cc1occc1C(=O)NNC(=S)Nc1ccccc1C(F)(F)F	14%	-2%	10%	17%	0%	28%	-12%	-5%	-7
CC(C)(C)OC(=O)N1CCC(c2c(C(=O)N3CCN(c4ccccn4)CC3)cnn2-c2ccccc2Cl)CC1	4%	13%	36%	15%	2%	2%	-3%	i	3
O=C(Cn1c(-c2cccs2)cc2cc(F)ccc21)NCCc1ccc(Cl)cc1	9%	7%	26%	4%	?	13%	-17%	-3%	-2
Cc1ccc(S(=O)Cc2ccc(C(=O)N3CCN(C4CCCCC4)CC3)o2)cc1 (centres undefined)	2%	-7%	26%	3%	-10%	8%	-20%	-4%	-22
O=c1[nH][nH]c2cc(=O)n(-c3ccc(Cl)cc3)nc12	-7%	-25%	-13%	5%	.	0%	-19%	-17%	-14
N#CC(C#N)=Cc1cn(-c2ncc(C(F)(F)F)cc2Cl)c2ccccc12	-15%[57.1 µM]	9%	41%[activator]	16µM*	12%	-4%	-18%	i	55
CCc1ccc(NC(=O)COC(=O)/C=C/c2c(C)nn(C3CCS(=O)(=O)C3)c2Cl)cc1 (centres undefined)	-6%	6%	35%[activator]	2%	-1%	2%	-3%	5%	2
O=S1(=O)CCO[C@H]2Cc3ccccc3[C@H]2N1Cc1ccccc1F	6%&-6%	3%	16%	17%&12%	4%	1%	?	-3%	-2
O=C(/C=C/c1cccc([N+](=O)[O-])c1)NCCc1ccc(F)cc1	13%[57.1 µM]	6%	14%	20%	1%	6%	-5%	-9%	-2
COc1ccc(Nc2nc(NCc3ccco3)nc(N/N=C/c3ccccc3F)n2)cc1	-8%	6%	?	?	48%[activator]	15%	-7%	-2%	0
COC(=O)c1ccc(NC(=O)c2ccccc2NS(=O)(=O)c2ccccc2)cc1	2%	4%	33%	15%	8%	-5%	-4%	-4%	1
CCC(CC)C(=O)Nc1cc(-c2cccc(C)c2)nn1-c1ccccc1	-5%[57.1 µM]	-1%	25%[57 µM]	12%[57.1 µM]	4%	-8%	?	-10%	-3
CCC(=O)c1ccc(OCC(=O)N2CCc3cc(OC)c(OC)cc3C2)cc1	-10%	3%	40%	5%[57.1 µM]	-1%	11%	-7%	0%	2
CCc1c(O)nc(SCC(=O)N2CCCCC2)n(-c2ccccc2C)c1=O	4%[57.1 µM]	8%	7%	9%[57.1 µM]	-1%	4%	-11%	i	5
COc1ccc(F)cc1C(=O)C1CCCN(Cc2ccc(Sc3nncn3C)o2)C1 (centres undefined)	5%	0%	26%	0%	?	-9%	-19%	-3%	12
O=C(CCC1CCCC1)N[C@@H](Cc1ccc(O)cc1)C(=O)O	3%	6%	45%[activator]	16%	-19%	3%	-19%	0%	7
C=CCNC(=O)CN(c1ccc(F)cc1)S(=O)(=O)c1ccc(OC)cc1	-9%	3%	10%	11%[57.1 µM]	0%	22%	-6%	5%	0
CC(C)(C)OC(=O)NCCCCCNC(=O)c1[nH]cnc1C(=O)Nc1ccon1	7%[57.1 µM]	-6%	48%[activator]	8%[57.1 µM]	-6%	22%	12%	1%	-2
CCOc1cc(C=O)ccc1OCCn1c([N+](=O)[O-])cnc1C	-7%	-5%	5%	-3%[57.1 µM]	1%	6%	2%	-3%	-1
CC(C)Cn1c(SCC(=O)NCCCN2CCCC2=O)nc2ccccc21	-2%	2%	14%	11%	3%	5%	-1%	-4%	3
O=C(COC(=O)CC1c2ccccc2CCN1S(=O)(=O)c1ccc(F)cc1)Nc1ccccc1 (centres undefined)	-9%	4%	29%	-5%	16%	-3%	-25%	0%	-3
COc1cc(C(C(=O)NC(C)(C)C)N(C(=O)CNC(=O)c2cccs2)c2ccc(C(C)C)cc2)cc(OC)c1OC (centres undefined)	-2%	0%	21%	-15%	-3%	9%	?	-1%	-4
COc1ccc(O)c(CN2CCC(n3nccc3NC(=O)CCOc3ccccc3)CC2)c1	-11%	-5%	11%	-21%	-1%	11%	-6%	18%	0
Cc1ccc(C(C)C)c(OCC(=O)NNCC(=O)Nc2cccc(F)c2)c1	-10%	14%	49%[activator]	4%	6%	9%	-25%	i	-4
CC1CCN(CCCNC(=O)C2CCN(S(=O)(=O)N3CCCCC3)CC2)CC1	12%[57.1 µM]	6%	7%	31%	-9%	6%	-1%	.	-1
S=C(Nc1ccc(CN2CCCCC2)cc1)Nc1cccc(Cl)c1Cl	-1%	7%	22%	3%	-11%	-5%	-18%	-2%	-4
Cn1c(/C=C/c2ccc(Br)cc2)c([N+](=O)[O-])c(=O)n(C)c1=O	-1%[57.1 µM]	0%	-10%	-2%[57.1 µM]	1%	3%	-14%	i	-13
COc1ccc(-c2csc(NC(C)c3nc4cc(Cl)c(N5CCCCC5)cc4n3CCOCCO)n2)cc1 (centres undefined)	-4%	-3%	3%	2%	5%	17%	-2%	5%	1
Cc1ccccc1Cc1c(C)nc2nc(SCC(=O)NCCc3ccc(Cl)cc3)nn2c1C	16%	-10%	30%	56%[activator]	17%	1%	-21%	5%	-1
O=C(c1cccc(Cl)c1)N1CCN(C(=O)c2ccccc2F)CC1	12%	4%	29%	24%	4%	6%	-26%	i	6
O=C(/C=C(\c1ccccc1)n1cncn1)c1ccccc1	-4%[57.1 µM]	1%	1%	-14%[57.1 µM]	2%	8%	-4%	-9%	-2
Cc1ccc(C)c(CN2C(=O)c3ccccc3Sc3ccc(C(=O)NCCCOC(C)C)cc32)c1	0%[57.1 µM]	-13%	-4%	34%[57.1 µM]	-1%	-7%	?	-1%	-2
CCc1ccccc1NC(=O)c1cnc2scc(C)n2c1=O	35%[activator]	-11%	23%	24%	-1%	-13%	-20%	-2%	-2
COc1ccc(NC(=O)N(C)C[C@H]2Oc3ccc(NS(=O)(=O)c4cn(C)cn4)cc3C(=O)N([C@H](C)CO)C[C@@H]2C)cc1	0%	1%[38.3 µM]	36%	-7%	-3%	0%	-22%	i	7
O=C(Nc1ccc(N2CCN(Cc3ccccc3Cl)CC2)cc1)c1cccnc1	1%	4%	13%	19%	0%	-5%	-4%	.	0
O=C(CSc1nnc(Cc2ccc3c(c2)OCO3)n1C1CCCCC1)NC1CCCC1	-9%	5%	68%[activator]	-2%	-1%	-3%	-18%	-5%	-4
Cc1ccc(-n2nc(-c3ccc(OC(F)(F)F)cc3)cc2N)cc1C	6%[57.1 µM]	-1%	?	15%[57.1 µM]	1%	2%	-19%	-12%	3
COCCN(CCOC)C(=O)c1ccc(CSc2nc3ccccc3s2)cc1	-12%	3%	21%	-9%	0%	6%	0%	1%	-1
COC(=O)c1cccc(Nc2c(-c3ccc(O)c(OC)c3)nc3nc[nH]n23)c1	-5%[57.1 µM]	0%	?	10%[57.1 µM]	4%	?	?	8%	-9
Cc1c(C(c2ccc(O)cc2)c2c(C)n(C)n(-c3ccccc3)c2=O)c(=O)n(-c2ccccc2)n1C	-5%[57.1 µM]	-3%	22%	-19%[57.1 µM]	5%	18%	0%	-2%	-10
